Bioassay records deposited in PubChem by MTDP.
RNase H inhibition: RNase H inhibition, HIV 1 Gag Pol polyprotein, FRET biochemical assay, screening (AID 372). hit rate 0.77% among 100,000. inhibition, % at 10 µM, or IC50 in µM where a hit was titrated. HIV-1 RT RNase H, FRET RNA/DNA substrate fluorescence; higher % means a stronger effect; in the data active = inhibition above about 50%
An asterisk follows results filed as active. These rows are one share of the data. The share of hits here may be higher or lower than overall.

How did O=[N+]([O-])c1ccc(/C=C/c2cn(-c3ccccc3)nc2-c2ccc(F)cc2)cc1 do in these assays?
RNase H inhibition: 15%

Results for Cc1ccccc1-n1c(O)c(C=Nc2ccc(Cl)cc2)c(=O)[nH]c1=O ?
RNase H inhibition: 12%

What do the screens show for `CCc1c(C)sc(NC(=O)C2CCCCC2)c1C(=O)OC(C)C`?
RNase H inhibition: 11%

How did COc1ccc(N(CC(=O)NCc2ccc(C)cc2)S(C)(=O)=O)cc1 do in these assays?
RNase H inhibition: 5%

How did O=C1CN(C(=O)COc2ccc(Br)cc2)c2ccccc2N1 do in these assays?
RNase H inhibition: 2%

Results for CCOc1cc(/C=C2\SC(N)=NC2=O)cc(Br)c1OCc1ccccc1 ?
RNase H inhibition: 20%

What do the screens show for `O=C(NCCCNc1ccc([N+](=O)[O-])cc1)c1cc(F)c(F)cc1Cl`?
RNase H inhibition: 7%

How did CCOC(=O)c1ccc(NC(=S)NCCN2CCOCC2)cc1 do in these assays?
RNase H inhibition: 0%

What do the screens show for `C=CCOc1ccc(C(c2c(C)[nH]n(-c3ccccc3)c2=O)c2c(C)[nH]n(-c3ccccc3)c2=O)cc1`?
RNase H inhibition: 5%

Results for N=c1c2c3c(sc2ncn1CCCO)CCCC3 ?
RNase H inhibition: 13%

How did COc1ccc(/C=C/C(=O)Nc2c(C(C)C)cccc2C(C)C)cc1OC do in these assays?
RNase H inhibition: 16%

What do the screens show for `COc1ccc(-c2nnc3n2C(C)(C)Cc2cc(C)c(C)cc2-3)cc1`?
RNase H inhibition: 10%

How did CC(C)Cn1c(SCc2ccc(Br)cc2)nc2sc3c(c2c1=O)CC(C)(C)OC3 do in these assays?
RNase H inhibition: 6%

Results for Cc1ccc(C)c(NC(=O)c2ccc(C)c([N+](=O)[O-])c2)c1 ?
RNase H inhibition: 7%

Results for COc1cccc(NC(=O)c2cc(Br)ccc2I)c1 ?
RNase H inhibition: 10%

Results for Nc1nnc(CCCOc2ccc(Cl)cc2Cl)s1 ?
RNase H inhibition: 1%

What do the screens show for `CCOC(=O)c1c(N)n(CCO)c2nc3ccccc3nc12`?
RNase H inhibition: 12%

How did O=C(N/N=C/c1cc(Br)ccc1F)c1cccc(Cl)c1 do in these assays?
RNase H inhibition: 5%

Results for CCCCNCCCOc1ccc(Cl)cc1 ?
RNase H inhibition: 9%

How did COc1ccc(S(=O)(=O)N2CCN(C(C)C)CC2)cc1 do in these assays?
RNase H inhibition: 0%

What do the screens show for `CC(=O)N(c1ccccc1C)S(=O)(=O)c1ccc(Cl)cc1`?
RNase H inhibition: 14%

What do the screens show for `COc1ccc(N2CCSC2C(=O)NN)cc1` (stereo not drawn)?
RNase H inhibition: 0%

How did CCOC(=O)c1ccc(NC(=S)NC(=O)c2cccs2)cc1 do in these assays?
RNase H inhibition: 13%

What do the screens show for `O=C(O)c1ccc2nc(-c3ccc(Oc4ccccc4)cc3)c(-c3ccc(Oc4ccccc4)cc3)nc2c1`?
RNase H inhibition: 19%

What do the screens show for `Cc1ccc(NC(=O)COc2cccc(Cl)c2)cc1[N+](=O)[O-]`?
RNase H inhibition: 9%

How did O=C(Nc1ccccc1)c1cccc(I)c1 do in these assays?
RNase H inhibition: 3%

Results for O=C(Nc1ccc2nc(SCc3ccccc3)sc2c1)c1ccccc1 ?
RNase H inhibition: 5%

How did CCCCOC(C)n1ccc(=O)[nH]c1=O (stereo not drawn) do in these assays?
RNase H inhibition: 14%

What do the screens show for `COc1ccc(/C=C2/SC(=S)N(CC(=O)Nc3ccc(O)cc3)C2=O)cc1OC`?
RNase H inhibition: 3%

Results for CC1(C)Cc2ccccc2-c2nnc(-c3cccc(O)c3)n21 ?
RNase H inhibition: 3%

Results for CC(=O)N/C(=C\c1ccc(F)cc1)C(=O)N1CCCC1C(=O)O (stereo not drawn) ?
RNase H inhibition: 5%

What do the screens show for `CCCOc1ccc(CSc2nncn2N)cc1`?
RNase H inhibition: 16%

What do the screens show for `COc1cc(NC(=O)c2cc3nc(-c4cccs4)cc(C(F)(F)F)n3n2)cc([N+](=O)[O-])c1`?
RNase H inhibition: 10%

Results for Cc1cn(S(=O)(=O)c2ccc(Br)cc2)cn1 ?
RNase H inhibition: 14%

What do the screens show for `CC(=O)C1=C(Nc2ccccc2)CC(C)(O)C(C(C)=O)C1c1ccccc1F` (stereo not drawn)?
RNase H inhibition: 10%

How did O=C(c1ccc(Cl)cc1)c1ccc2c(c1)CCCO2 do in these assays?
RNase H inhibition: 12%

What do the screens show for `Cc1cc2nc(-c3ccc(C)c(NC(=O)c4cccc([N+](=O)[O-])c4)c3)oc2cc1C`?
RNase H inhibition: 15%

Results for Cc1cccc2c(Nc3ccc([N+](=O)[O-])cc3)c3ccccc3nc12 ?
RNase H inhibition: 3%

What do the screens show for `COc1ccccc1NC(=O)c1cc(-c2ccc(C)cc2C)nc2ccccc12`?
RNase H inhibition: 7%

Results for COc1cc(OC)c([N+](=O)[O-])cc1/C=C1/C(=O)NC(=O)N(c2cccc(C)c2)C1=O ?
RNase H inhibition: 7%

How did O=C1CC(N2CCN(Cc3ccc4c(c3)OCO4)CC2)C(=O)N1c1cccc(Cl)c1 (stereo not drawn) do in these assays?
RNase H inhibition: 11%

What do the screens show for `Cc1cc(C)c(OCCCN2CCCC2)c(Cl)c1`?
RNase H inhibition: 12%

What do the screens show for `Cc1cccc(N2C(=O)C(=O)/C(=C(\O)c3ccccc3)C2c2ccc([N+](=O)[O-])cc2)c1` (stereo not drawn)?
RNase H inhibition: 8%

How did C/C=C/c1ccc(OCCOc2ccc(C=O)cc2)c(OC)c1 do in these assays?
RNase H inhibition: 18%

Results for O=C1C(Cl)=C(NCCc2ccccc2)C(=O)N1c1ccccc1 ?
RNase H inhibition: 3%

Results for COc1cc(C=C2C(=O)NC(=O)NC2=O)ccc1OCc1ccccc1[N+](=O)[O-] ?
RNase H inhibition: 13%

How did NNC(=O)CCc1nc2ccc(O)cc2[nH]1 do in these assays?
RNase H inhibition: 9%

Results for COc1ccc2oc(=O)c(C(C)=O)cc2c1 ?
RNase H inhibition: 8%

Results for Cc1ccccc1CNC(=O)CN(c1cccc([N+](=O)[O-])c1)S(=O)(=O)c1ccccc1 ?
RNase H inhibition: 17%

Results for N=C1S/C(=C\c2ccc(-c3cccc(C(=O)O)c3)o2)C(=O)N1c1ccc2c(c1)OCO2 ?
RNase H inhibition: 1%

Results for CCC(C)(C)C1CCc2c(sc(NC(=O)c3cc(OC)cc(OC)c3)c2C(=O)OC)C1 (stereo not drawn) ?
RNase H inhibition: 0%

How did CCOC(=O)c1c(C)oc2c(CN(C)C)c(Br)c(OC)c(O)c12 do in these assays?
RNase H inhibition: 7%

How did Cn1c(=O)c(C(=O)Nc2ccccc2F)c(O)c2ccccc21 do in these assays?
RNase H inhibition: 31%

How did CCOC(=O)C1=C(CC)OC(N)=C(C#N)C1c1ccc(Br)s1 (stereo not drawn) do in these assays?
RNase H inhibition: 44%

How did CCCCCCCNc1ccc(NC(=O)c2ccccc2)c2c1C(=O)c1ccccc1C2=O do in these assays?
RNase H inhibition: 11%

What do the screens show for `COc1ccc(OCCCCOc2ccccc2OC(C)C)cc1`?
RNase H inhibition: 30%

What do the screens show for `COc1cccc(OC)c1OCCOc1cc(Cl)ccc1Cl`?
RNase H inhibition: 24%

How did COc1ccc(NC(=O)Cn2nc(C(F)(F)F)c(Cl)c2C)cc1OC do in these assays?
RNase H inhibition: 10%

Results for O=c1oc2ccccc2cc1Cl ?
RNase H inhibition: 34%

How did O=C(On1c(-c2ccccc2)nc2ccccc2c1=O)c1ccco1 do in these assays?
RNase H inhibition: 3%

How did CCCCCCCOc1ccc(C=Nc2ccc(CCCCCCC)cc2)cc1 do in these assays?
RNase H inhibition: 14%

How did NS(=O)(=O)c1ccc(-c2ccc(/C=c3/sc4nc5ccccc5n4c3=O)o2)cc1 do in these assays?
RNase H inhibition: 3%

Results for Cc1ccc(C)c(NC(=O)C(C)Sc2ccccc2)c1 (stereo not drawn) ?
RNase H inhibition: 8%

Results for C#CCSc1nc2sc3c(c2c(=O)[nH]1)CCCC3 ?
RNase H inhibition: 28%

Results for Cc1ccc(C)c(NC(=S)NC(=O)c2ccc(Cl)cc2)c1 ?
RNase H inhibition: 7%

How did CCCCOc1ccc(C(=O)Nc2ccccc2C(F)(F)F)cc1 do in these assays?
RNase H inhibition: 13%

How did CCN(CC)CCN=Cc1c(O)n(-c2ccc(Cl)cc2)c(=O)[nH]c1=O do in these assays?
RNase H inhibition: 15%

Results for Cc1cc(C)c(C)c(OCCCCN2CCC(C)CC2)c1 ?
RNase H inhibition: 10%

What do the screens show for `c1cc2c(cc1NC1CCCCCCC1)OCO2`?
RNase H inhibition: 14%

How did Cc1ccc(Cn2c(=O)c3c(ncn3C)n(C)c2=O)cc1 do in these assays?
RNase H inhibition: 0%

Results for Cc1ccc(C)c(S(=O)(=O)/N=C2\C=CC(=O)c3ccccc32)c1 ?
RNase H inhibition: 21%

What do the screens show for `ON=C(c1nc2ccccc2[nH]1)c1nc2ccccc2[nH]1`?
RNase H inhibition: 9%

How did O=C1CCNc2c(Cl)cc(Cl)cc21 do in these assays?
RNase H inhibition: 11%

Results for Oc1cccnc1CCc1ccccc1 ?
RNase H inhibition: 0%

What do the screens show for `Cc1cc(C)c2oc(-c3ccc(NC(=O)c4cc5ccccc5oc4=O)cc3)nc2c1`?
RNase H inhibition: 0%

Structures listed so far that contain two or more sulfur atoms, in the order listed:
How did CC(C)Cn1c(SCc2ccc(Br)cc2)nc2sc3c(c2c1=O)CC(C)(C)OC3 do in these assays?
RNase H inhibition: 6%

How did CCOC(=O)c1ccc(NC(=S)NC(=O)c2cccs2)cc1 do in these assays?
RNase H inhibition: 13%

Results for O=C(Nc1ccc2nc(SCc3ccccc3)sc2c1)c1ccccc1 ?
RNase H inhibition: 5%

What do the screens show for `COc1ccc(/C=C2/SC(=S)N(CC(=O)Nc3ccc(O)cc3)C2=O)cc1OC`?
RNase H inhibition: 3%

How did NS(=O)(=O)c1ccc(-c2ccc(/C=c3/sc4nc5ccccc5n4c3=O)o2)cc1 do in these assays?
RNase H inhibition: 3%

Results for C#CCSc1nc2sc3c(c2c(=O)[nH]1)CCCC3 ?
RNase H inhibition: 28%

Remaining list, next part.
Results for NC(=O)C1CCN(C(=O)c2ccc(Cl)cc2)CC1 ?
RNase H inhibition: 1%

Results for CCCNC(=O)c1c(O)c2ccccc2n(C)c1=O ?
RNase H inhibition: 6%

Results for COc1ccc2oc(=O)c(-c3nnc(Nc4ccccc4C)s3)cc2c1 ?
RNase H inhibition: 10%

Results for O=C(N/N=C\c1ccc(OC(=O)c2cccc3ccccc23)cc1)c1ccc(Br)cc1 ?
RNase H inhibition: 1%

What do the screens show for `COc1cccc(C(=O)Nc2ccc(-c3cnc(-c4ccc(NC(=O)c5cccc(OC)c5)cc4)nc3)cc2)c1`?
RNase H inhibition: 50%*

Results for Cc1ccc(NC(=O)C2c3ccccc3-c3ccccc32)cc1Br ?
RNase H inhibition: 18%

What do the screens show for `CCOc1ccccc1OCCCCN1CCCC1`?
RNase H inhibition: 2%

Results for COc1cc(CN2CCN(C(=O)CC(C)C)CC2)cc(OC)c1 ?
RNase H inhibition: 3%

What do the screens show for `O=C(CSCc1ccccc1Cl)Nc1ccc(I)cc1`?
RNase H inhibition: 41%

What do the screens show for `COc1ccc(C2NC(=S)NC(C)=C2C(=O)Nc2ccccc2Cl)cc1` (stereo not drawn)?
RNase H inhibition: 0%

How did COc1cccc(C2NC(=O)NC(C)=C2C(=O)OC2CCCCCCC2)c1 (stereo not drawn) do in these assays?
RNase H inhibition: 20%

Results for Oc1ccc(Br)cc1C=Nn1c(-c2ccc(Cl)cc2Cl)n[nH]c1=S ?
RNase H inhibition: 27%

What do the screens show for `CCCC(=O)NC(c1ccc(OC)c(OC)c1)c1c(OC(C)=O)ccc2ccccc12` (stereo not drawn)?
RNase H inhibition: 0%

How did Cc1cccc(C)c1OCC(=O)NN=Cc1c(O)ccc2ccccc12 do in these assays?
RNase H inhibition: 6%

How did C/C(=N/NC(=O)c1cccnc1)c1cc(O)ccc1O do in these assays?
RNase H inhibition: 13%

In the list so far, these contain an aryl thioether with sulfur outside any ring.
How did CC(C)Cn1c(SCc2ccc(Br)cc2)nc2sc3c(c2c1=O)CC(C)(C)OC3 do in these assays?
RNase H inhibition: 6%

Results for O=C(Nc1ccc2nc(SCc3ccccc3)sc2c1)c1ccccc1 ?
RNase H inhibition: 5%

What do the screens show for `CCCOc1ccc(CSc2nncn2N)cc1`?
RNase H inhibition: 16%

Results for Cc1ccc(C)c(NC(=O)C(C)Sc2ccccc2)c1 (stereo not drawn) ?
RNase H inhibition: 8%

Results for C#CCSc1nc2sc3c(c2c(=O)[nH]1)CCCC3 ?
RNase H inhibition: 28%

Later entries:
How did O=C(Nc1ccc(Br)cc1C(=O)O)c1ccccc1F do in these assays?
RNase H inhibition: 7%

Results for O=C(NCCCN1CCOCC1)NC1CCCCC1 ?
RNase H inhibition: 0%

How did CCOc1cc(C(=O)Nc2ccc3oc(-c4cccc5c(Br)cccc45)nc3c2)cc(OCC)c1OCC do in these assays?
RNase H inhibition: 34%

Results for CC(C)(C)C1CCc2c(sc(NC(=O)c3ccccc3)c2C(N)=O)C1 (stereo not drawn) ?
RNase H inhibition: 0%

How did O=Cc1ccc(OCc2ccc(C(=O)O)cc2)c(I)c1 do in these assays?
RNase H inhibition: 11%

Results for CC(C)Oc1ccc(CSc2ncn[nH]2)cc1 ?
RNase H inhibition: 0%

Results for COc1cc(NC(=O)COc2ccc(F)cc2)c(OC)cc1NC(C)=O ?
RNase H inhibition: 5%

How did CCC(CC)C(=O)Nc1ccc(C)cc1 do in these assays?
RNase H inhibition: 5%

How did O=C(Nc1ccccc1[N+](=O)[O-])c1c(-c2cnc3ccccc3c2C(=O)Nc2ccccc2[N+](=O)[O-])cnc2ccccc12 do in these assays?
RNase H inhibition: 6%

Results for CSc1nnc2c(n1)OC(c1ccc(OCc3ccccc3)cc1)N(C(C)=O)c1ccccc1-2 (stereo not drawn) ?
RNase H inhibition: 16%

How did O=C(CN1CCCCC1)N1CCc2ccccc21 do in these assays?
RNase H inhibition: 5%

Results for O=C(Nc1ccc(Cl)c(Cl)c1)c1cnccn1 ?
RNase H inhibition: 10%

Two successive records from above, for reference:
How did O=[N+]([O-])c1ccc(/C=C/c2cn(-c3ccccc3)nc2-c2ccc(F)cc2)cc1 do in these assays?
RNase H inhibition: 15%

Results for Cc1ccccc1-n1c(O)c(C=Nc2ccc(Cl)cc2)c(=O)[nH]c1=O ?
RNase H inhibition: 12%
